# P. falciparum M1AAP: malaria alanyl aminopeptidase activity blockers – biochemical, fluorogenic H-Leu-NHMec substrate, 1536-well (AID 1445). recombinant M1AAP, H-Leu-NHMec fluorogenic kinetic assay; higher % means a stronger effect. 0.42% of 220,000 active. inhibition, % at 30 µM, or IC50 in µM where a hit was titrated;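 active = primary inhibition above the hit cutoff, then over 50% inhibition at one or more dose response concentrations, cut at about 23% in these data, passing the limit was not always enough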;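 also: plate controls were DMSO full reaction for no effect and no enzyme background for full effect; strong numbers were not always called active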
# Autophagy mod: modulators of autophagy. 0.98% of 190,000 active. calls only at 10 µM (by protocol). MEF GFP-LC3 puncta imaging; test concentration mostly 10 µM. AID 463193;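 active = percentage of spot-positive cells more than 3 SD above its plate mean, without a fluorescence outlier flag or 80% toxicity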;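 also: spot-positive cell cutoff set from DMSO-treated cells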
# MT stabilizer: microtubule stabilization, imaging screen | HeLa tubulin immunostaining HCS, 24 h; share of cells brighter than vehicle mean+2SD | 0.83% of 200,000 active | % tubulin-high responders, % at 10 µM | AID 2205;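 active = plate Z-score above 3 for both tubulin-high and condensed-nucleus cell shares, with cell loss under 80%, at 10 µM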;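 also: anti alpha tubulin signal scored within the nucleus-defined area of each cell; some results filed as inactive read as strong as hits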
# WT yeast gro inh: growth inhibition of WT yeast, mitochondrial fusion screen. inhibition, % at 10 µM. AID 1362. 2.1% of 190,000 active. mitochondrial fusion phenotypic screen, WT strain; in the data active = inhibition above about 58%; tested in S. cerevisiae
# b-catenin transl: beta-catenin nuclear translocation modulation; HeLa beta-catenin nuclear translocation, immunofluorescence imaging; AID 1665; 0.3% of 190,000 active; nuclear translocation activity, % at 5 µM;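 active = nuclear translocation activity above 50% at 5 µM, with a well cell count of 50 or more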;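 also: per-cell ratio of nuclear to cytoplasmic median beta-catenin stain intensity; plate controls were DMSO negative control for no effect and GSK-3 inhibitor IX positive control for full effect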
#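 Test system: human HeLa cells, endogenous beta-catenin. Times: 24 h compound exposure, 37°C. Measured by: beta-catenin immunofluorescence imaging with DAPI.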
# Dynein cargo inh: blocks dynein driven cargo transport along microtubules | 3617.4 mouse cells, GR-EGFP nuclear translocation imaging; test concentration mostly 20 µM; stimulated with dexamethasone, 1 µM; active compounds read low | z-score, hits read low | 0.47% of 220,000 active;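 active = plate z-score of nuclear minus cytoplasmic receptor signal below a set negative limit, without overly bright fluorescence or cell loss, cut at about -3.5 in these data, passing the limit was not always enough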;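 also: z-score of nuclear minus cytoplasmic ring GR-EGFP intensity difference per well; some compounds called inactive have numbers as strong as hits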
#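 Schedule: 48 h induction, then 1 h compound, then 30 min agonist, 37 °C. Buffer or medium: tetracycline-free induction medium containing charcoal-stripped FBS. Reagent: 1.0 µM final dexamethasone stimulus. Evaluation: nuclear versus cytoplasmic GR-EGFP signal, averaged per well. Signal: high-content fluorescence imaging after fixation.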
# M17LAP inhibition: P. falciparum M17LAP inhibitors, primary screen, biochemical, fluorogenic H-Leu-NHMec substrate, 1536-well (AID 1619). recombinant M17LAP, H-Leu-NHMec fluorogenic kinetic assay; higher % means a stronger effect. inhibition, % at 30 µM, or IC50 in µM where a hit was titrated. 0.38% of 220,000 active;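 active = compound inhibiting the enzyme by more than half at any dose during confirmatory dose-response retesting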;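 also: plate controls were full reaction with DMSO carrier for no effect and no enzyme background for full effect; strong numbers were not always called active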
# T cell modulator: T cell immune modulation candidate; 0.068% of 330,000 active; calls only at 7 µM; 2C CD8+ T cell-vesicle binding, flow cytometry; active compounds read low;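 active = response, share of CD8 T cells binding vesicles, and their 90th percentile fluorescence all below set limits, cut at about 80% in these data, passing the limit was not always enough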
#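 System: murine 2C transgenic CD8+ T lymphocytes; also added: QL9-loaded Drosophila micro-vesicles; times: binding 1.5 h at 37 °C; measured by: flow cytometry, PE anti-B7-1 (FL2) versus Alexa647 anti-CD8 (FL8), PFA-fixed; control set: Peptide-free naked vesicles (low) and QL9 vesicles with 0.7% DMSO vehicle (high)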
# Yfh1-off respiration: mitochondrial function rescue without frataxin homolog – Friedreich's ataxia, plus single-dose screen, dose response (AID 1465). S. cerevisiae Yfh1-off respiration, WST-1 reduction, 72 h; higher fold induction means a stronger effect. one-dose fold induction at 50 µM; EC50 in µM for titrated hits. 0.074% of 220,000 active;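 active = fold induction of absorbance versus untreated yeast above a set limit, then at least 30% activation at any dose in follow-up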;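 also: activators that raise dye reduction in frataxin-depleted yeast; strong numbers were not always called active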
# WT yeast gro inh mutant strain: second read-out of WT yeast gro inh, no call of its own (marks repeat the call); inhibition, %; mitochondrial fusion phenotypic screen, mutant strain inhibition
# Dynein cargo inh cytoplasmic EGFP: second read-out of Dynein cargo inh, no call of its own (marks repeat the call); z-score; measured here: cytoplasmic GR-EGFP intensity; active compounds read high
# Dynein cargo inh nuclear GR-EGFP: second read-out of Dynein cargo inh, no call of its own (marks repeat the call); z-score; measured here: nuclear GR-EGFP intensity;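 lower value marks the stronger effect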
# Dynein cargo inh cell count: second read-out of Dynein cargo inh, no call of its own (marks repeat the call); z-score; measured here: cell count per field
# b-catenin transl cell count 5 µM: also measured in b-catenin transl; calls as there; cell count; measured here: cell count, cytotoxicity flag
# T cell modulator vesicle-bound %: further read-out of T cell modulator, marked with its call; double positive events, %; measured here: CD8+ vesicle-bound cell fraction;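 binding gate set so that unloaded-vesicle control wells show 10% double positive cells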
# MT stabilizer Hoechst-high %: second read-out of MT stabilizer, no call of its own (marks repeat the call); % Hoechst-high responders; measured here: nuclear condensation Hoechst responders;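 share of cells brighter than vehicle mean plus two SD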
# MT stabilizer cytotoxicity %: second read-out of MT stabilizer, no call of its own (marks repeat the call); toxicity, %; measured here: cytotoxicity by cell density;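 0% = mean cell density of plate MIN control wells and 100% = no cells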
# Autophagy mod cell loss 18 h: recorded beside Autophagy mod, whose call it bears; toxicity, %; measured here: cell loss, nuclei count;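 cell loss after 18 h compound exposure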
# * marks the source's active call; other numbers are inactive results; i = inactive; . = not tested or not shown; + = active, no number.
# The line under a structure holds: P. falciparum M1AAP, Autophagy mod, Autophagy mod cell loss 18 h, MT stabilizer, MT stabilizer Hoechst-high %, MT stabilizer cytotoxicity %, WT yeast gro inh, WT yeast gro inh mutant strain, b-catenin transl, b-catenin transl cell count 5 µM, Dynein cargo inh, Dynein cargo inh cytoplasmic EGFP, Dynein cargo inh nuclear GR-EGFP, Dynein cargo inh cell count, M17LAP inhibition, T cell modulator, T cell modulator vesicle-bound %, Yfh1-off respiration
O=C(COC(=O)c1cc([N+](=O)[O-])ccc1NCCO)c1ccc(Cl)cc1
    8.6%, i, -4.2, 2.9, 4.1, 6.0, 2.5, 8.4, -3.1, 1139, 0.195, -0.207, -0.102, -0.255, 5.7%, i, 60.5, i
CCOC(=O)N1CCC(c2cc(=O)n3[nH]cc(C(=O)OC)c3n2)CC1
    6.4%, ., ., 8.9, 2.0, 9.0, 5.3, 8.5, -4.0, 1128, -0.338, -0.197, 0.0679, -0.109, 11.5%, i, 45.4, i
CC(=O)c1c(C)n(CCO)c2ccc(O)cc12
    13.3%, i, -1.3, 1.3, 1.6, 1.4, -0.4, 2.6, -2.5, 1200, 0.0714, -0.0652, 0.185, 0.549, 8.0%, i, 27.8, i
O=C(COC(=O)[C@@H]1CC(O)CN1S(=O)(=O)c1ccccc1[N+](=O)[O-])Nc1ccc2ccccc2c1 (stereo partly specified)
    1.5%, i, -13.8, 2.7, 1.6, 10.3, 1.8, 9.9, 2.3, 911, 0.614, -0.244, 0.39, -0.253, 14.6%, i, 29.4, i
Oc1c(Br)cc(Br)cc1/C=N/NC(=S)N[C@H]1CC2C=CC1C2 (stereo partly specified)
    18.3%, ., ., ., ., ., ., ., 9.6, 830, 1.17, -0.13, 0.562, -0.23, 2.1%, i, 33.1, i
COc1ccc(NC(=O)c2ccccc2[N+](=O)[O-])cc1OC
    3.5%, i, 1.1, 3.6, 2.7, 3.9, -0.9, -9.6, 2.2, 960, -0.668, -0.335, -0.796, 0.819, -3.4%, i, 44.1, i
CSc1nc2sc3c(c2c2nncn12)CCC3
    -0.2%, i, 3.9, 2.7, 3.0, 6.2, 4.5, -3.4, 0.1, 953, -0.285, -0.127, 0.833, -1.22, 8.6%, i, 45.1, i
O=P(O)(CP(=O)(c1ccccc1)c1ccccc1)c1ccccc1
    12.9%, i, -6.4, 1.8, 1.0, 5.6, -0.4, 20.6, -5.0, 874, -0.703, -0.191, -0.474, 1.1, 11.3%, i, 52.9, i
Cc1ccc(NC(=S)N(CCCN2CCOCC2)Cc2ccco2)cc1
    2.0%, i, 13.2, 6.2, 2.8, 8.9, 9.3, 15.3, -1.7, 1098, -1.48, -0.309, -0.343, 1.68, 3.2%, i, 39.8, i
O=Cc1c(SCCO)nc2ccccn2c1=O
    12.9%, ., ., ., ., ., ., ., -1.7, 1375, 0.257, -0.235, 0.153, -0.715, 4.6%, i, 34.7, i
O=C(NC(=O)c1cccc(OC(F)(F)C(F)F)c1)OC1CCS(=O)(=O)C1 (stereo unspecified)
    11.2%, i, -3.5, 2.6, 1.7, 0.9, -11.6, -21.4, 1.2, 1092, 0.154, -0.22, 0.515, 0.185, 10.3%, i, 27.8, i
CCc1ccc(C2=NN(CCC(=O)NC(C)CCc3ccccc3)C(=O)CC2)cc1 (stereo unspecified)
    -2.6%, i, 4.9, 2.0, 2.6, 5.2, 24.0, -21.1, 1.8, 1035, -0.15, -0.377, -0.0368, 0.69, 12.6%, i, 22.8, i
Cc1ccc(Nc2ccccc2N)cc1
    -0.6%, +, 27.6*, 25.1*, 19.0*, 21.1*, 48.4, 33.4, 8.8, 645, -2.2, 0.466, -1.18, 0.998, -2.4%, i, 31.9, i
CCC1(C)Cc2ccccc2-c2nc3n(c(=O)c21)CCCCC3 (stereo unspecified)
    7.5%, i, 14.2, 2.2, 2.4, 10.4, 22.5, 17.7, 0.1, 1040, -0.0701, -0.268, 0.611, 0.129, -3.5%, i, 35.5, i
Cc1ccc(C)c(NC(=O)Cc2nc(CCl)cs2)c1
    6.2%, i, 1.0, 3.6, 4.3, 6.2, -1.9, -10.1, 0.4, 941, -1.05, -0.228, 0.048, 0.855, 14.1%, i, 0.1, i
Cc1nc(C)c(C(=O)NNS(=O)(=O)c2ccc3ccccc3c2)s1
    0.2%, i, 8.3, 4.7, 3.2, 4.3, -2.2, 0.3, 1.6, 839, 0.61, -0.272, 0.188, 0.044, 5.2%, i, 45.1, i
O=C(Nc1ccc(Br)cc1)C1CCCN1S(=O)(=O)c1cccs1 (stereo unspecified)
    7.2%, i, -28.5, 1.2, 1.3, 18.3, 1.7, 5.8, ., ., -0.549, -0.168, -0.146, 0.76, 0.5%, i, 45.1, i
CCn1c(SCC(N)=O)nc2cc(S(=O)(=O)N3CCOCC3)ccc21
    -0.3%, i, -0.4, 4.4, 2.8, 3.4, -5.1, 14.7, -1.6, 1084, 0.386, -0.263, 0.363, -0.339, -26.6%, i, 56.7, i
COC(=O)c1ccc(OCC(O)CN(CC(C)C)CC(C)C)cc1 (stereo unspecified)
    14.7%, i, -0.6, 2.3, 1.0, 7.4, -0.6, -6.5, -1.0, 1166, -0.927, -0.167, -0.19, 0.637, 4.7%, i, 41.5, i
Cc1ccccc1-c1ccc(Nc2ccc(C(=O)N3CCOCC3)cc2)nn1
    -1.0%, i, 11.3, 3.7, 1.3, 3.8, 4.7, -5.5, 0.3, 619, 0.188, -0.38, -0.0839, 0.00893, 16.2%, i, 37.4, i

# Additional compounds:
# The line under a structure holds: P. falciparum M1AAP, Autophagy mod, Autophagy mod cell loss 18 h, MT stabilizer, MT stabilizer Hoechst-high %, MT stabilizer cytotoxicity %, WT yeast gro inh, WT yeast gro inh mutant strain, b-catenin transl, b-catenin transl cell count 5 µM, Dynein cargo inh, Dynein cargo inh cytoplasmic EGFP, Dynein cargo inh nuclear GR-EGFP, Dynein cargo inh cell count, M17LAP inhibition, T cell modulator, T cell modulator vesicle-bound %, Yfh1-off respiration
COc1ccc(Cn2nnnc2C(C(C)C)N(Cc2ccco2)Cc2cccs2)cc1 (stereo unspecified)
    3.6%, i, 3.5, 3.7, 1.9, 2.2, 1.8, -61.7, 1.0, 690, -0.146, -0.295, 0.206, -0.361, -5.4%, i, 17.5, i
CC(=O)c1cccc(N(C(=O)c2ccccn2)C(C(=O)NC2CCCCC2)c2cccs2)c1 (stereo unspecified)
    6.5%, i, 16.2, 2.8, 1.7, 6.7, 9.9, 19.6, -5.8, 1058, -0.68, 0.0292, -0.493, -1.17, -1.4%, i, 14.6, i
CCc1nnc(NS(=O)(=O)c2ccc(N=Cc3c(C)[nH]n(-c4ccc(C)cc4)c3=O)cc2)s1
    6.3%, i, 8.3, 1.9, 2.3, 6.1, 40.8, 28.3, -2.8, 1325, -0.0367, -0.121, 0.707, -0.0485, 8.11µM*, i, 43.6, i
Cc1ccc(C)c(OC(=O)c2cncc(Br)c2)c1
    6.1%, i, -11.7, 4.8, 1.9, 1.3, 1.8, -4.0, 0.4, 481, -0.263, -0.284, -0.043, -0.358, -4.6%, +, ., i
CCOC(=O)C1=C(CC)Nc2ccccc2N=C1NC(=O)c1ccc(S(=O)(=O)N2CCOCC2)cc1
    1.6%, i, -3.0, 1.6, 2.9, 3.9, 2.4, -7.8, -0.5, 1072, 0.257, -0.35, -0.0151, -0.187, 5.8%, i, 22.3, i
Cc1cccc(NC(=S)NNC(=O)Cc2ccccc2)c1
    0.1%, i, -6.6, 2.7, 2.2, 6.9, 0.5, 9.7, -0.3, 1080, -0.27, -0.204, -0.265, -0.0506, 15.6%, i, 11.8, i
CCn1nc(C)c(/C=N/NC(=S)Nc2ccc(Cl)cc2Cl)c1C
    -4.5%, i, -2.4, 12.4, 9.4, 19.6, 12.5, -2.8, 21.1, 317, -0.605, -0.099, 0.226, 0.418, -13.1%, i, 16.1, i
CCOc1cc(NC(=S)NCc2ccco2)c(OCC)cc1NC(=O)CC
    -0.9%, i, -6.4, 1.9, 2.2, 9.8, -2.9, 11.8, 1.6, 1028, -0.12, -0.164, -0.0223, -0.1, -10.0%, i, 18.5, i
CC1=C(C(=O)c2ccccc2)C(c2ccc(OC(F)F)cc2)NC(=S)N1 (stereo unspecified)
    3.1%, i, 6.4, 22.4*, 33.7*, 29.9*, -0.1, -15.9, 4.4, 1065, -0.189, -0.201, 0.00516, -0.471, -0.7%, i, 64.4, i
Cc1ccc(SCC(=O)Nc2ccc(N3CCOCC3)cc2)cc1
    0.0%, i, 19.7, 3.8, 3.2, 3.8, 19.8, 3.5, -0.3, 1393, 0.328, -0.323, 0.453, 0.139, 0.9%, i, 29.3, i
Cc1ccc(-c2nc(Cl)nc3ccccc23)cc1
    10.2%, i, 16.1, 3.5, 1.9, 7.3, 0.1, -7.7, -2.1, 1154, -0.354, -0.313, -0.357, 0.608, 1.7%, i, 43.4, i

# An excerpt from above, limited to b-catenin transl, T cell modulator vesicle-bound % and WT yeast gro inh mutant strain:
compound,b-catenin transl,T cell modulator vesicle-bound %,WT yeast gro inh mutant strain
CC(=O)c1c(C)n(CCO)c2ccc(O)cc12,-2.5,27.8,2.6
CC(=O)c1cccc(N(C(=O)c2ccccn2)C(C(=O)NC2CCCCC2)c2cccs2)c1 (stereo unspecified),-5.8,14.6,19.6
Cc1ccccc1-c1ccc(Nc2ccc(C(=O)N3CCOCC3)cc2)nn1,0.3,37.4,-5.5
